WT yeast gro inh: growth inhibition of WT yeast, mitochondrial fusion screen; mitochondrial fusion phenotypic screen, WT strain; inhibition, % at 10 µM; actives 2.1% (n = 190,000); in the data active = inhibition above about 58%; tested in S. cerevisiae
Yfh1-depleted yeast: mitochondrial function rescue without frataxin homolog – Friedreich's ataxia, plus single-dose screen, dose response (AID 1465) | S. cerevisiae Yfh1-off respiration, WST-1 reduction, 72 h; higher fold induction means a stronger effect | fold induction at 50 µM; hits with a dose series show EC50 in µM | actives 0.074% (n = 220,000);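 active = fold induction of absorbance versus untreated yeast above a set limit, then at least 30% activation at any dose in follow-up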;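 also: activators that raise dye reduction in frataxin-depleted yeast; strong numbers were not always called active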
MT stabilize HCS: stabilizes microtubules in HeLa cells. HeLa tubulin immunostaining HCS, 24 h; share of cells brighter than vehicle mean+2SD. % tubulin-high responders, % at 10 µM. actives 0.83% (n = 200,000). AID 2205;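 active = plate Z-score above 3 for both tubulin-high and condensed-nucleus cell shares, with cell loss under 80%, at 10 µM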;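 also: anti alpha tubulin signal scored within the nucleus-defined area of each cell; some results filed as inactive read as strong as hits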
Autophagy HCS: autophagy modulation, high-content screen | actives 0.98% (n = 190,000) | AID 463193 | calls only at 10 µM (by protocol) | MEF GFP-LC3 puncta imaging; test concentration mostly 10 µM;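 active = percentage of spot-positive cells more than 3 SD above its plate mean, without a fluorescence outlier flag or 80% toxicity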;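 also: spot-positive cell cutoff set from DMSO-treated cells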
bCat nuc transl: beta-catenin nuclear translocation modulation; HeLa beta-catenin nuclear translocation, immunofluorescence imaging; nuclear translocation activity, % at 5 µM; actives 0.3% (n = 190,000); AID 1665;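 active = nuclear translocation activity above 50% at 5 µM, with a well cell count of 50 or more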;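 also: per-cell ratio of nuclear to cytoplasmic median beta-catenin stain intensity; plate controls were DMSO negative control for no effect and GSK-3 inhibitor IX positive control for full effect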
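System: Human HeLa cells, endogenous beta-catenin | Compound dosing: 5 µM primary, 0.02–20 µM confirmation | Timing: 24 h compound exposure at 37°C, 5% CO2 | Measured by: Fluorescence imaging of beta-catenin antibody stain plus DAPI | Read-out basis: % activation of per-cell nuclear versus cytoplasmic median beta-catenin signal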
Ins promoter up: MIN6 insulin promoter up-regulation; MIN6 insulin promoter-GFP reporter, high-content imaging; hits give high values; z-score at 5 µM; actives 0.3% (n = 190,000); AID 1625;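 active = z-score above 3 at 5 µM with at least 500 cells counted in the well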
Lipid droplet: modulators of hepatic lipid droplet formation; AML12 mouse hepatocytes, oleate lipid droplets, BODIPY imaging; inhibition, % at 6.5 µM; actives 0.4% (n = 240,000); AID 1656;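 active = lipid droplet intensity inhibited by at least 50%, with more than 500 cells counted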
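Test system: AML12 hepatocytes (mouse); reagent: oleate loading, 100 µM; dosing: one dose, 6.5 µM compound; incubation: overnight exposure; signal: fluorescence imaging, 20x objective, two fields per well; read-out basis: % inhibition of corrected integrated BODIPY droplet signal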
NOD2 inhibition: NOD2 signaling inhibitors, cell-based, luminescence, uHTS, HEK293 (AID 1566); actives 0.63% (n = 290,000); HEK293 NOD2/NF-kB luciferase reporter, luminescence; higher % means a stronger effect; inhibition, % at 4 µM, or EC50 in µM where a hit was titrated; in the data active = inhibition above about 50%; also: many of its hits are not listed in these tables
Dynein transport: blocks dynein driven cargo transport along microtubules. 3617.4 mouse cells, GR-EGFP nuclear translocation imaging; test concentration mostly 20 µM; stimulated with dexamethasone, 1 µM; hits give low values. z-score, hits read low. actives 0.47% (n = 220,000). AID 1381;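 active = plate z-score of nuclear minus cytoplasmic receptor signal below a set negative limit, without overly bright fluorescence or cell loss, cut at about -3.5 in these data, passing the limit was not always enough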;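 also: z-score of nuclear minus cytoplasmic ring GR-EGFP intensity difference per well; some compounds called inactive have numbers as strong as hits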
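Buffer or medium: tet-free, stripped-serum medium; reagent: dexamethasone at 1.0 µM final, 30 min; incubation: 48 h induction, 1 h compound, 30 min dex at 37 °C; measured by: formaldehyde fixation, Hoechst nuclear stain, 10x automated fluorescence imaging; read-out: nuclear-to-cytoplasmic GR-EGFP distribution per well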
WT yeast gro inh mutant strain: second read-out of WT yeast gro inh, no call of its own (marks repeat the call); inhibition, %; mitochondrial fusion phenotypic screen, mutant strain inhibition
Dynein transport cytoplasmic EGFP: also measured in Dynein transport; calls as there; z-score; measured here: cytoplasmic GR-EGFP intensity; hits give high values
Dynein transport nuclear GR-EGFP: second read-out of Dynein transport, no call of its own (marks repeat the call); z-score; measured here: nuclear GR-EGFP intensity;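 lower value marks the stronger effect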
Dynein transport cell count: also measured in Dynein transport; calls as there; z-score; measured here: cell count per field
Ins promoter up cell count: further read-out of Ins promoter up, marked with its call; cell count; measured here: cytotoxicity, nuclei count;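 total cells summed across four imaged fields per well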
Lipid droplet cells 6.5 µM: second read-out of Lipid droplet, no call of its own (marks repeat the call); cell count; measured here: cell count, cytotoxicity flag;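 cells counted across two imaged fields per well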
bCat nuc transl cell count 5 µM: recorded beside bCat nuc transl, whose call it bears; cell count; measured here: cell count, cytotoxicity flag
MT stabilize HCS Hoechst-high %: further read-out of MT stabilize HCS, marked with its call; % Hoechst-high responders; measured here: nuclear condensation Hoechst responders;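 share of cells brighter than vehicle mean plus two SD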
MT stabilize HCS cytotoxicity %: further read-out of MT stabilize HCS, marked with its call; toxicity, %; measured here: cytotoxicity by cell density;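 0% = mean cell density of plate MIN control wells and 100% = no cells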
Autophagy HCS cell loss 18 h: recorded beside Autophagy HCS, whose call it bears; toxicity, %; measured here: cell loss, nuclei count;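 cell loss after 18 h compound exposure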
The depositor's hits bear a star; i = inactive; nt = not tested or not shown. This is a subset; rates above refer to the full screens.

SMILES	WT yeast gro inh	WT yeast gro inh mutant strain	Yfh1-depleted yeast	MT stabilize HCS	MT stabilize HCS Hoechst-high %	MT stabilize HCS cytotoxicity %	Autophagy HCS	Autophagy HCS cell loss 18 h	bCat nuc transl	bCat nuc transl cell count 5 µM	Ins promoter up	Ins promoter up cell count	Lipid droplet	Lipid droplet cells 6.5 µM	NOD2 inhibition	Dynein transport	Dynein transport cytoplasmic EGFP	Dynein transport nuclear GR-EGFP	Dynein transport cell count
O=C(COc1ccc([N+](=O)[O-])cc1)NCc1ccncc1	-3	-3	i	1.7	1.1	3.8	i	9	-0.9	1030	-0.02	1592	1	649	14%	-0.32	-0.12	0.056	0.5
CN(C)CCCNC(=O)c1ccc(-c2nc(-c3ccc(Cl)cc3)cs2)cc1	91	95	i	93	4.0	97	i	56	3.6	733	-1.3	1083	nt	nt	-59%	-0.91	0.87	-0.08	-6.2
CC(C)N(Cc1cnn(C)c1)Cc1nc(Cc2ccccc2Cl)no1	-5	7	i	1.0	1.5	6.3	i	5	0.6	1521	-0.94	1471	0	673	12%	-0.58	-0.33	-0.25	1.2
CCOC(=O)N1CCN(C(=O)c2cc3sccc3n2C)CC1	-4	-27	i	5.0	2.2	6.2	i	3	-0.7	1066	1.2	1767	-29	656	11%	1.3	-0.11	0.99	-0.28
COc1ccc(C(=O)NC2CCN(C(=S)NCc3ccco3)CC2)cc1	1	5	i	2.1	2.5	8.2	i	-3	-2.3	1132	-0.37	1915	20	643	12%	0.9	-0.14	0.14	-0.43
O=c1c2ccccc2nnn1CSc1nnc(-c2ccc3c(c2)OCO3)o1	6	13	i	2.2	4.6	11	i	1	0.7	1427	-0.19	1473	nt	nt	-153%	-0.3	-0.23	-0.08	0.97
CCOc1ccc(NC(=O)c2cccnc2C(=O)O)cc1	-2	19	i	4.1	1.6	2.0	i	4	-0.9	1433	0.75	1408	nt	nt	-4%	0.17	-0.23	0.38	-0.42
O=C(N/N=C/C=C/c1ccco1)c1ccncc1	nt	nt	i	nt	nt	nt	nt	nt	0.9	1291	nt	nt	-9	544	-3%	-0.14	-0.26	0.58	-0.28
COC(=O)C1=C(C)NC(=O)CC1c1cc(Br)ccc1F (stereo not drawn)	-3	9	i	1.5	1.4	4.3	i	-7	nt	nt	nt	nt	-5	615	13%	0.7	-0.24	0.78	-0.99
Cc1ccc(S(=O)(=O)N/N=C/c2ccc(C(=O)O)cc2)cc1	1	-13	i	1.5	1.2	5.7	i	-4	-0.5	1386	1.3	1348	nt	nt	10%	-0.77	-0.21	-0.56	2.2
COc1ccc(C(=O)COc2ccc(F)cc2)c(O)c1C	-11	-12	i	5.9	2.4	4.3	i	12	-1.8	1189	-0.12	1310	8	739	7%	-0.76	-0.26	-0.29	0.86
CCCCn1c(SCC(=O)NCc2ccco2)nc2ccccc2c1=O	-6	1	i	1.7	1.4	7.3	i	0	nt	nt	-0.37	862	-6	767	1%	0.22	-0.28	0.57	0.23
CCCCn1c(=O)cc(O)c2ccccc21	-24	1	i	3.7	2.0	13	i	-4	-2.7	1170	0.06	1197	-2	697	-5%	-0.17	-0.21	0.14	1.6
CCNC(=O)NC(=O)C(C)On1nnc2ccc(S(=O)(=O)N(CC)CC)cc21 (stereo not drawn)	-5	13	i	2.8	2.7	3.0	i	22	-2.5	960	-0.15	1485	-16	597	-5%	0.28	-0.25	0.26	0.41
COc1ccc(CCNC(=S)Nc2ccc(C)cc2C)cc1	69*	49*	i	1.7	3.0	13	i	17	-4.5	584	-4	516	-16	674	3%	0.39	-0.24	0.31	-0.28
O=C(OCC1COc2ccccc2O1)c1c(F)cccc1F (stereo not drawn)	1	-5	i	5.0	3.5	7.8	i	5	2.8	1155	0.51	1368	nt	nt	3%	-0.34	0.091	0.46	-0.64
COc1ccc(C(CNC(=O)COc2ccc(Br)cc2F)N2CCCC2)cc1 (stereo not drawn)	2	17	i	5.8	1.8	10	i	9	-2.5	1067	-0.24	1706	-5	644	20%	-0.8	-0.35	0.17	1.3
O=C(Nc1ccc2nc(-c3cccs3)[nH]c2c1)c1ccco1	2	14	nt	2.9	1.8	3.7	i	0	-0.4	1176	nt	nt	4	705	-11%	6	-0.3	3.3	0.24
N#CC1=C2SCN(Cc3ccccc3)CN2C(=O)CC1c1ccc2c(c1)OCO2 (stereo not drawn)	-3	0	i	2.8	2.4	3.0	i	-4	-0.6	1082	-0.04	1827	-2	698	-51%	0.76	-0.18	0.24	-0.29
NC(=O)C(c1cccc(Cl)c1)c1ncc(C(F)(F)F)cc1Cl (stereo not drawn)	26	36	i	2.6	0.7	0.4	i	-3	nt	nt	nt	nt	nt	nt	12%	0.31	-0.22	-0.24	-0.079
COc1ccc(C(CC(=O)O)n2cnnn2)cc1 (stereo not drawn)	-1	4	i	3.4	1.2	4.9	i	4	0.4	1081	-0.49	1431	-31	702	14%	-0.47	-0.26	-0.15	0.75
Cc1cccc(C(=O)Nc2ccccc2N2CCN(c3ccc(F)cc3)CC2)c1	9	14	i	5.1	2.7	5.9	i	-4	-1.3	1192	-0.31	1159	-9	724	-6%	-0.43	-0.21	-0.4	0.7
CN1CCN(C(=O)C2=C[C@H](c3ccc(Br)cc3)C[C@H](OCCCCO)O2)CC1	-5	1	i	4.2	2.0	9.3	i	6	-1.4	1150	1.1	1363	23	746	10%	-1.1	-0.044	-0.29	0.58
O=C(/C=C/c1ccc(Cl)cc1)NCc1ccco1	-3	-8	i	2.2	3.9	5.3	i	1	-1.6	598	-0.01	1260	19	681	-61%	-0.26	0.6	-0.48	0.41
CC1CCCCN1C(=O)CSc1nc(-c2ccccc2)cn1N (stereo not drawn)	1	3	i	3.0	2.4	5.0	i	14	-0.4	1003	-0.2	1206	-2	663	-16%	0.25	0.14	0.12	-0.083
CCCCCCCCCC(=O)Nn1cnc2ccccc2c1=O	24	0	i	1.1	1.7	1.8	i	4	1.5	995	-0.7	1490	1	732	3%	0.36	0.46	0.22	-0.78
CCOc1ccc(C(=O)NCC(=O)OCC(=O)N2CCC(C)CC2)cc1	-3	1	i	1.1	0.4	6.9	i	-3	-4.0	1250	nt	nt	-8	723	2%	0.032	0.042	0.4	-0.8
CCn1c(CCCOc2ccc(Cl)cc2Cl)nnc1SCC(=O)Nc1cccc(F)c1	12	-11	i	2.6	1.6	5.0	i	-25	0.7	1408	-0.03	1694	nt	nt	-18%	-0.35	-0.21	0.39	0.3
CCN(CC)S(=O)(=O)c1cccc(-c2n[nH]c(=S)n2/N=C/c2ccc(Br)cc2)c1	12	-11	i	1.6	2.2	7.0	i	13	-2.7	1027	-0.6	1199	4	676	1%	-0.47	-0.29	-0.66	1
O=C(CSc1nc2ccccc2s1)Nc1ccc(N2CCOCC2)c(Cl)c1	-8	-18	i	3.1	2.9	11	i	13	0.4	1185	-0.56	1529	2	584	0%	-0.2	-0.25	-0.23	-0.14
COC(=O)c1scc(C)c1NC(=O)C1CCCCC1	4	16	i	1.4	1.0	2.3	i	28	-2.9	958	0.4	1525	nt	nt	9%	0.75	-0.2	1.2	-0.21
COc1cccc(CC2(CO)CCCN(Cc3nc(-c4cccs4)oc3C)C2)c1 (stereo not drawn)	20	6	i	1.2	1.6	7.9	i	31	-2.2	1044	nt	nt	-2	688	9%	-0.52	0.33	0.088	0.2
Cc1ccc(C(=O)Nc2ccc(Cl)cc2C(F)(F)F)c(Cl)c1	-11	0	i	8.4	1.5	7.1	i	10	-0.6	1145	-0.15	1562	1	706	-23%	0.49	-0.19	0.15	-0.34
CCCCOC(=O)Nc1ccc(C)c(Cl)c1	-9	32	i	2.4	1.4	5.6	i	6	-1.8	1447	-0.33	1533	nt	nt	-61%	-0.39	-0.17	-1	-0.23

Some of the entries so far, as a markdown table.
| molecule | WT yeast gro inh | WT yeast gro inh mutant strain | Yfh1-depleted yeast | MT stabilize HCS | MT stabilize HCS Hoechst-high % | MT stabilize HCS cytotoxicity % | Autophagy HCS | Autophagy HCS cell loss 18 h | bCat nuc transl | bCat nuc transl cell count 5 µM | Ins promoter up | Ins promoter up cell count | Lipid droplet | Lipid droplet cells 6.5 µM | NOD2 inhibition | Dynein transport | Dynein transport cytoplasmic EGFP | Dynein transport nuclear GR-EGFP | Dynein transport cell count |
| --- | --- | --- | --- | --- | --- | --- | --- | --- | --- | --- | --- | --- | --- | --- | --- | --- | --- | --- | --- |
| CCCCCCCCCC(=O)Nn1cnc2ccccc2c1=O | 24 | 0 | i | 1.1 | 1.7 | 1.8 | i | 4 | 1.5 | 995 | -0.7 | 1490 | 1 | 732 | 3% | 0.36 | 0.46 | 0.22 | -0.78 |
| CCOc1ccc(C(=O)NCC(=O)OCC(=O)N2CCC(C)CC2)cc1 | -3 | 1 | i | 1.1 | 0.4 | 6.9 | i | -3 | -4.0 | 1250 | nt | nt | -8 | 723 | 2% | 0.032 | 0.042 | 0.4 | -0.8 |
| CCn1c(CCCOc2ccc(Cl)cc2Cl)nnc1SCC(=O)Nc1cccc(F)c1 | 12 | -11 | i | 2.6 | 1.6 | 5.0 | i | -25 | 0.7 | 1408 | -0.03 | 1694 | nt | nt | -18% | -0.35 | -0.21 | 0.39 | 0.3 |
| CCN(CC)S(=O)(=O)c1cccc(-c2n[nH]c(=S)n2/N=C/c2ccc(Br)cc2)c1 | 12 | -11 | i | 1.6 | 2.2 | 7.0 | i | 13 | -2.7 | 1027 | -0.6 | 1199 | 4 | 676 | 1% | -0.47 | -0.29 | -0.66 | 1 |

Screens from PubChem BioAssay.
